DENV2 CPE = inhibitors of DENV2 cytopathic effect. DENV2-infected cells, cytopathic effect rescue, plate reader. CPE inhibition, % at 9.99 µM. 350,000 compounds, 1.7% hits; in the data active means CPE inhibition above about 20%, passing the limit was not always enough; inconclusive means no clear call, values can overlap the other calls; tested in BHK-21 cells;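 further: 0% = median of neutral control wells and 100% = median of positive control wells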
ERp5 inh = ERp5 (human) disulfide isomerase inhibition. Q15084. 350,000 compounds, 0.05% hits. ERp5 insulin aggregation, absorbance 650 nm, 90 min. AID 651711. inhibition, % at 9.99 µM;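 active means mean replicate inhibition above about 25%, with every replicate also reaching it, limit read from the data, passing the limit was not always enough; inconclusive means only one of those two criteria met; inactive means neither criterion met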
SIRT5 block = sirtuin-5 (human) deacylase inhibition; AID 652115; 330,000 compounds, 1.1% hits; Q9NXA8; Purified SirT5, succinyl-peptide AMC, trypsin-coupled fluorescence; inhibition, % at 15 µM; in the data active means inhibition above about 15%; inconclusive means no clear call, values can overlap the other calls
F508del corr = CFTR F508del correction in bronchial cells | CFBE cells, YFP halide quenching; stimulated with forskolin plus potentiator P3; % fluorescence drop versus neutral controls | activity (quench increase), % at 7.58 µM | 350,000 compounds, 0.36% hits | AID 720511;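 active means mean added fluorescence quench of at least 8% versus neutral control, with both replicates also reaching 8%; inconclusive means only one of the mean or replicate conditions met; inactive means mean below 8% and not both replicates reaching 8%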;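 further: cells transiently co-express mutant CFTR-F508del with the halide-sensitive YFP; corrector assay measuring rescue of mutant channel to the surface after 24 h compound exposure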
miR-122 sensor = blocks miR-122 activity in Huh7 sensor cells. Huh7 miR-122 Renilla luciferase sensor, 48 h; neutral wells = 0, positive control = 100. AID 602342. 340,000 compounds, 0.3% hits. activation (reporter increase), % at 12.5 µM;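 active means mean replicate activation score at least 90 and every replicate individually at or above 90; inconclusive means only one of the two criteria met; inactive means neither criterion met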;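 further: higher luciferase means less miR-122 activity so hits act as miR-122 inhibitors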
ERAP1 HTS inh = inhibitors of human ERAP1 aminopeptidase. inhibition, % at 10.7 µM. 340,000 compounds, 0.15% hits. recombinant ERAP1, Leu-AMC fluorescence, 60 min. Q9NZ08. AID 652197;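 active means mean replicate inhibition of at least 30%, or all replicates individually reaching that 30% level; inactive means mean below 30% and not every replicate reaching it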;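 further: 0% = neutral control wells and 100% = L-leucinethiol positive control wells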
Target sequence (Q9NZ08 whole entry, looked up): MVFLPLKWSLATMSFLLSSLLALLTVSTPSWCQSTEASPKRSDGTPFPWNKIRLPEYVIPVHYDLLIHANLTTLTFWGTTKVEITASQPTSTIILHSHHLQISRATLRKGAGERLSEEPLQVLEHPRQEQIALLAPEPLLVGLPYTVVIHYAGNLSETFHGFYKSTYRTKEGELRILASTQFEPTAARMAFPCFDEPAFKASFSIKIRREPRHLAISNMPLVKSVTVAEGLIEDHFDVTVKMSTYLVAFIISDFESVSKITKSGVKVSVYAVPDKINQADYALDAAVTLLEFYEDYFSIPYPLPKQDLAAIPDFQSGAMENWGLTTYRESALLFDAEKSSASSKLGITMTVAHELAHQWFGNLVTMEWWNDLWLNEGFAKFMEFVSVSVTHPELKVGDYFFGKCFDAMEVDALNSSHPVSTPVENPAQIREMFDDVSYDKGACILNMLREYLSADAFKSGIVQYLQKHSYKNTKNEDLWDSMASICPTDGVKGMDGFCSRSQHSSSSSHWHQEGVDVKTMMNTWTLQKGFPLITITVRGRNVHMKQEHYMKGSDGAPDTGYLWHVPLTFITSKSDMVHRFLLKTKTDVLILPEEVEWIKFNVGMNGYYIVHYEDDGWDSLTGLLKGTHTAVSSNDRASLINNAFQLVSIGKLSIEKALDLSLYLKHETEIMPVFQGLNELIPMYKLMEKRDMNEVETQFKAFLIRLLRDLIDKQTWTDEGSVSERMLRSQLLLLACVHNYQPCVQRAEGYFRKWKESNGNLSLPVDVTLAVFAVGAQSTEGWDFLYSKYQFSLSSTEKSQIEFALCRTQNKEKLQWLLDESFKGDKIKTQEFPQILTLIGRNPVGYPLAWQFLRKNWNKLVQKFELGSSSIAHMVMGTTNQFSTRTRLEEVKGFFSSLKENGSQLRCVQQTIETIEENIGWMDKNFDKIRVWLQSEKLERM
CASP6 VEID inh = caspase-6 (human) enzyme inhibition; P55212; purified caspase-6, Z-VEID-R110 cleavage fluorescence; inhibition, % at 12.5 µM; 350,000 compounds, 0.53% hits; AID 686996;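 active means mean inhibition across replicates at least about 35%, with every replicate also reaching that limit, limit read from the data; inconclusive means only one of the two criteria met; inactive means neither criterion met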;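 further: 0% = median of neutral control wells and 100% = no fluorescence left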
* = called active by the depositor; ? = inconclusive; . = no result given; & = joins results of further samples; [ ] = another dose, or the depositor's remark.

SMILES	DENV2 CPE	ERp5 inh	SIRT5 block	F508del corr	miR-122 sensor	ERAP1 HTS inh	CASP6 VEID inh
COc1cc(/C=C2\SC(=Nc3ccc(Cl)c(C(=O)O)c3)NC2=O)c(Br)c(Br)c1O	7.0	-4.5	25.8*	29.0*	-0.3	-15.3	35.4*
O=C(O)CC1CC(O)CCC1=O (stereo not drawn)	-5.4	8.5	-4.4	-0.9	.	6.3	1.6
COc1cc(C(=O)NCc2nc(C)cs2)ccc1OC1CCN(C(C)=O)CC1	-5.8	4.3	-1.5	-1.1	-3.2	0.7	-3.2
CCOC(=O)c1sc(=S)n(-c2ccc3c(c2)OCO3)c1N	-7.6	0.7	2.2	1.6	13.5	3.7	1.6
O=C(CN1C(=O)C2CCCCC2C1=O)OCC(=O)c1ccc(F)cc1 (stereo not drawn)	1.1	12.3	-2.7	3.6	.	0.0	2.2
CC(=O)N1[C@@H]2c3ccc(C4=CCCCC4)c(=O)n3C[C@@H]2[C@@H](CO)[C@@H]1C(=O)N1CCCCC1	0.3	4.9	-11.4	-2.5	-3.2[16.7 µM]	2.7	-2.1
CCCC#Cc1ccc([C@@H]2[C@@H](CO)N3C(=O)CN(C(=O)NC4CCCC4)C[C@@H]23)cc1	12.0	-3.9	0.8	1.8	.	.	.
OCc1ccccc1-c1ccc2nccn2c1	7.5	-8.7	-3.2	4.6	.	-1.5	8.1
Cc1cccc(/C=N/N(CCO)C2=NS(=O)(=O)c3ccccc32)c1	14.7	3.4	.	1.0	-1.2	5.1	1.9
COC(=O)C1=C(C)N(c2ccc(OC)cc2)C(C)=C(C(=O)OC)C1c1ccccc1	7.3	4.9	-2.3	0.7	.	.	-1.5
Cc1ccc(C2c3c(oc4ccccc4c3=O)C(=O)N2c2nncs2)cc1 (stereo not drawn)	-3.5	0.5	-1.3	-1.1	-0.7	1.5	1.2
Cc1ccccc1-n1c(SCC(=O)O)nc2sc3c(c2c1=O)CCCC3	13.4	0.1	4.2	1.7	-3.3	-4.7	2.2
O=C(c1cccs1)N1CCN(c2cc(Cl)ccc2Cl)CC1	-1.8	1.2	-1.3	-1.8	-3.3	-2.1	1.6
O=C1CC(N2CCN(c3ncccn3)CC2)C(=O)N1CCc1ccccc1 (stereo not drawn)	-4.1	-5.0	-5.0	0.9	.	-0.9	-0.4
COc1ccccc1NS(=O)(=O)c1ccc(C(=O)NCc2ccco2)cc1	8.1	-2.2	-2.6	-3.9	6.7	1.5	2.8
CNC[C@H]1OCCCC[C@@H](C)Oc2ccc(NS(=O)(=O)c3ccccc3)cc2C(=O)N([C@@H](C)CO)C[C@H]1C	11.3	3.4	-0.7	-3.9	4.3[16.7 µM]	-1.6	-0.1
CC(C)NC(=O)N(C)C[C@@H]1Oc2cc(C3=CCCCC3)ccc2S(=O)(=O)N([C@H](C)CO)C[C@H]1C	-7.5	8.3	-0.5	-0.8	0.8[16.7 µM]	1.6	2.1
COC(=O)c1c(SCc2cccc3ccccc23)nc(=O)[nH]c1C	-8.0	2.6	-6.5	-0.2	2.4	-1.1	-1.6
COc1cccc2oc3ccc(C#Cc4ccccn4)cc3c(=O)c12	3.5	-2.2	.	-0.6	-2.6	0.1	-2.3
Cc1cccc(COC[C@H](CC(C)C)N2CCN(C(=O)c3ccc(C(F)(F)F)cc3)CCC2=O)c1	-4.8	0.2	3.4	-1.2	.	.	6.0
CN1CCN(C(=O)C2=C[C@@H](c3ccc4c(c3)OCO4)C[C@@H](OCCCCO)O2)CC1	3.5	-0.2	-2.4	-3.1	.	8.9	19.2
Cn1cnc(S(=O)(=O)N2CCCC(c3cc(C(=O)Nc4ccc(F)c(Cl)c4)no3)C2)c1 (stereo not drawn)	15.9	3.4	.	0.6	-1.9	-2.9	-0.6
O=C(C1=C[C@H](c2coc3ccccc3c2=O)C[C@H](OCCCCO)O1)N1CCOCC1	0.5&-12.0	-0.4&6.2	-2.1&-3.7	1.4&-0.2	-1.5	-3.8&-0.8	0.4&2.5
N#Cc1ccc(OCC(O)CS(=O)(=O)c2ccccc2)cc1 (stereo not drawn)	11.6	-2.9	1.0	-1.7	-19.7	-5.7	1.6
CCOC(=O)/C=C/C(=O)OCC(=O)Nc1ccc([N+](=O)[O-])cc1	-6.1	-0.9	.	-0.9	1.7	-2.4	12.8
CC(C(=O)NC(C)(C)C)n1c(-c2ccccc2)nc2ccccc21 (stereo not drawn)	7.4	3.4	.	-3.3	.	-2.3	3.1
c1ccc2sc(Sc3ncnc4sccc34)nc2c1	.	1.2	-0.7	1.5	.	2.9	-0.5
CCOc1cc(Br)ccc1S(=O)(=O)NCc1ccccc1	1.8	0.4	-5.9	-0.9	43.6	3.0	1.1
Cc1cc(C(=O)Nc2cccc3c2O[C@@H](CN(C)S(=O)(=O)c2ccc(Cl)cc2)[C@H](C)CN([C@@H](C)CO)C3=O)n(C)n1	11.4	-10.3	-1.8	-3.8	6.2[16.7 µM]	0.4	2.1
CO[C@@H]1CN(C)C(=O)c2ccc(NC(=O)c3ccccc3F)cc2OC[C@@H](C)N(C)C[C@H]1C	0.1	-1.7	-0.6	0.0	.	0.8	-1.6

By substructure: the compounds so far with an aryl methoxy group.
SMILES	DENV2 CPE	ERp5 inh	SIRT5 block	F508del corr	miR-122 sensor	ERAP1 HTS inh	CASP6 VEID inh
COc1cc(/C=C2\SC(=Nc3ccc(Cl)c(C(=O)O)c3)NC2=O)c(Br)c(Br)c1O	7.0	-4.5	25.8*	29.0*	-0.3	-15.3	35.4*
COc1cc(C(=O)NCc2nc(C)cs2)ccc1OC1CCN(C(C)=O)CC1	-5.8	4.3	-1.5	-1.1	-3.2	0.7	-3.2
COC(=O)C1=C(C)N(c2ccc(OC)cc2)C(C)=C(C(=O)OC)C1c1ccccc1	7.3	4.9	-2.3	0.7	.	.	-1.5
COc1ccccc1NS(=O)(=O)c1ccc(C(=O)NCc2ccco2)cc1	8.1	-2.2	-2.6	-3.9	6.7	1.5	2.8
COc1cccc2oc3ccc(C#Cc4ccccn4)cc3c(=O)c12	3.5	-2.2	.	-0.6	-2.6	0.1	-2.3

Entries above marked active in SIRT5 block:
SMILES	DENV2 CPE	ERp5 inh	SIRT5 block	F508del corr	miR-122 sensor	ERAP1 HTS inh	CASP6 VEID inh
COc1cc(/C=C2\SC(=Nc3ccc(Cl)c(C(=O)O)c3)NC2=O)c(Br)c(Br)c1O	7.0	-4.5	25.8*	29.0*	-0.3	-15.3	35.4*

Further entries.
SMILES	DENV2 CPE	ERp5 inh	SIRT5 block	F508del corr	miR-122 sensor	ERAP1 HTS inh	CASP6 VEID inh
CCNC(=O)C1CCCN(Cc2cc(-c3ccccc3)on2)CC1 (stereo not drawn)	18.0	-1.1	-2.7	3.5	-1.4	3.7	-3.4
O=C(CCS(=O)(=O)c1ccc(Br)s1)NCc1ccc2c(c1)OCO2	?	0.0	-0.5	-1.3	-1.3	2.3	7.4
COc1ccc(CN(C)C[C@H]2OCCCC[C@H](C)Oc3ccc(NC(=O)Nc4ccc(OC)cc4)cc3C(=O)N([C@@H](C)CO)C[C@@H]2C)cc1	?	3.0	-0.1	-1.0	0.0[16.7 µM]	-1.5	-0.2
Cc1ccc(CNC(=O)CC2(CC3=NS(=O)(=O)c4ccccc4N3)CCCC2)cc1	15.5	-4.6	8.7	-3.9	29.8	1.5	0.9
N=C1C(=O)NC(=O)C1c1ccccc1 (stereo not drawn)	2.7	1.8	-0.4	0.4	-8.4	-0.1	-0.3
COc1ccc(C(CNc2ccc(C(F)(F)F)cn2)N(C)C)cc1OC (stereo not drawn)	-4.5	-2.3	.	-0.2	-0.2	-6.4	-6.7
O=C(Cn1cc(C(F)(F)F)ccc1=O)N/N=C/c1ccc(F)cc1	-2.0	0.0	1.5	-0.8	.	-3.8	.
COc1ccccc1C(=O)NC(=O)CSc1nnc(C)s1	-4.9	1.1	-0.5	-3.6	-1.0	-2.1	4.0
CC[C@@H]1C/C=C\Cc2ccccc2[C@@H](C(=O)C[C@@H](O)CC(C)=O)OC1=O	4.8	-0.2	-2.6	3.9	-1.7	-8.4	0.4
Cc1ccc(N2C(=O)c3ccccc3C2Nc2ccccc2F)nc1 (stereo not drawn)	-6.1	4.4	-3.4	-1.8	.	-5.3	-1.7
CCCCN(C)C(=O)C1CCC(CNS(=O)(=O)c2ccc3c(c2)CC(C)N3C(C)=O)CC1 (stereo not drawn)	-3.9	-11.1	-0.7	1.3	-16.8	1.7	1.0
CCN(CC)CCN(Cc1cc2cc3c(cc2[nH]c1=O)OCCO3)C(=S)NC	2.2	1.6	-2.4	-10.4	.	1.8	-1.6
CC(=O)COc1cc2c(-c3cc4ccccc4o3)cc(=O)oc2cc1C	-7.7	-18.3	-0.5	0.7	-1.8	0.4	0.6
COc1ccccc1CNC1CCN(Cc2ccccc2)CC1	4.2	1.6	.	-1.5	7.6	-0.6	-8.1
CN1CCN(S(=O)(=O)c2cccc(C(=O)Nc3nccs3)c2)CC1	-1.2	-0.7	4.0	-2.1	7.0	0.5	1.0
O=C(C[C@@H]1CC[C@H](NC(=O)Cc2cccnc2)[C@H](CO)O1)Nc1ccc(-c2ccccc2)cc1	0.5	-1.8	0.0	0.9	8.9[16.7 µM]	0.3	-1.2
O=C1c2ccccc2C(=O)N1CCC1(O)C(c2ccccc2)=Nc2ccccc21 (stereo not drawn)	-0.9	1.7	.	-1.8	-2.3	.	0.5
CCCC(=O)N1CCCC(c2cc(C(=O)NCc3ccccc3)no2)C1 (stereo not drawn)	-5.1	-0.5	-1.3	1.4	0.9	-1.0	-0.7
CO[C@H]1CN(C)C(=O)c2ccc(NC(=O)c3cccc(F)c3)cc2OC[C@H](C)NC[C@H]1C	17.4	2.3	-3.3	-2.4	30.0[16.7 µM]	-2.6	-1.7
COc1ccccc1CNC(=O)C[C@@H]1C=C[C@@H](NC(=O)CC2CC2)[C@H](CO)O1	-0.6	-8.0	-0.3	0.7	.	1.4	2.6
COc1ccc(CN2[C@@H](CO)[C@@H]3c4ccccc4N(C(=O)NC(C)C)C[C@@H]32)cc1	7.5	1.5	-0.1	-2.2	41.7[16.7 µM]	3.7	0.4
C[C@H]1CN([C@@H](C)CO)C(=O)c2cccc(N(C)C)c2O[C@@H]1CN(C)C(=O)Nc1ccc2c(c1)OCO2	2.3	9.6	-0.7	-2.6	-11.2[16.7 µM]	2.2	1.6
O=C(/C=C/c1ccco1)c1cccc([N+](=O)[O-])c1	11.7	-2.2	-2.3	1.9	.	-5.1	7.4
CCCC(=O)Nc1ccc2c(c1)OC[C@H](C)N(Cc1nccs1)C[C@@H](C)[C@@H](OC)CN(C)C2=O	11.5	-1.3	-2.0	1.0	.	0.2	-1.2
CCCCC1C2C(=O)N(c3ccc(C)cc3)C(=O)C2ON1c1ccccc1 (stereo not drawn)	5.1	2.7	-4.3	1.0	-5.8	2.1	1.0
Cc1[nH]nc2c1C(c1cnn(C)c1)C(C#N)=C(N)O2 (stereo not drawn)	-4.2	-3.5	0.5	3.0	.	-2.0	-1.9
Cc1cc(OCC(=O)NC2CC(C)(C)NC(C)(C)C2)c(C)cc1Br	42.1*	3.4	-0.8	-0.1	.	0.3	0.3
CC(C)CC#Cc1ccc([C@@H]2[C@H]3CN(C(=O)c4cccc(F)c4)CC(=O)N3[C@H]2CO)cc1	7.7	1.7	2.7	4.8	.	-2.0	13.6
Cc1ccc(NC(=O)C2(c3ccccc3)CCOCC2)c([N+](=O)[O-])c1	1.7	-6.5	-0.2	.	.	-1.7	0.2
C[C@H]1CN([C@@H](C)CO)C(=O)c2cc(NC(=O)CCC(F)(F)F)ccc2O[C@@H]1CN(C)Cc1ccccc1	0.9	-4.3	3.8	-1.2	3.0[16.7 µM]	-2.0	-0.1

Source: PubChem BioAssay
